Source: PubChem (National Center for Advancing Translational Sciences (NCATS))
p53 reactivator – restores transcriptional activity of mutant p53. Potency, µM (top dose mostly 92.2 µM), for the others: top-dose activity change, positive = activation, actives largely listed as activators. H1299 p53-A138V BP100-luciferase reporter, luminescence, 24 h. 320,000 compounds, 0.063% hits; further: potency means the concentration at half of the fitted maximal effect; % of control where 0% means no effect; nearly all actives have a fitted effect of over 45% in size
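H1299 (p53-null), stable ts p53-A138V + BP100-Luc; 1000 cells/well, Opti-MEM/10% FBS; cpd 4 pt, 1:5; 24 h, 37 deg C, 5% CO2; detection reagent 10 min RT; luminescence.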
ELG1 genotoxic – inducers of genotoxicity in HEK293T ELG1-luciferase cells | HEK293T ELG1-luciferase reporter, luminescence, 16 h | Potency, µM (doses to about 46 µM), for the others: at the top dose activity change, positive = activation, actives largely listed as activators | 330,000 compounds, 1.3% hits | AID 504466; further: potency means the concentration at half of the fitted maximal effect; % of control where 0% means no effect; nearly all actives have a fitted effect of over 60% in size
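ELG1-luciferase HEK293T cells, 2,000/well; compound pinned in; 16 hr, 37 °C, 5% CO2; ONE-Glo, 30 min RT; luminescence on CCD imager.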
ELG1 repair inh – inhibitors of ELG1-dependent DNA repair in HEK293T cells. AID 504467. HEK293T ELG1-luciferase reporter, luminescence, 16 h; DNA damage induced by 5-fluorouridine. Potency, µM (titrated, usually from 46.1 µM), for inactives: at the highest dose activity change, negative = inhibition, most hits filed as inhibitors. 330,000 compounds, 2.3% hits; further: potency means the concentration at half of the fitted maximal effect; on the % scale 0 is the no-effect control and ±100 the full control effect; nearly all actives have a fitted effect of over 55% in size
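Cells (2,000 per well) received 5-fluorouridine plus test compound or DMSO and were incubated 16 hr at 37 °C, 5% CO2. Luciferase activity was read by luminescence 30 min after ONE-Glo addition; signal suppression marked inhibition of damage-induced ELG1 function.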
NPC1 promoter act – NPC1 promoter activation. Huh7 NPC1 promoter luciferase reporter, 24 h. Potency, µM (series often up to 9.22 µM), for inactives: at the highest dose activation, most hits filed as activators. 320,000 compounds, 2.4% hits;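 further: potency means the concentration at half of the fitted maximal effect; % of control where 0% means no effect; nearly all actives have a fitted effect of over 60% in size; reporter is driven by a mutant NPC1 promoter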
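Luminescence from an NPC1 promoter-driven luciferase reporter in stably transfected Huh7 cells was measured after 24 h compound treatment at 37 °C, followed by 10 min ambient incubation with luciferase detection reagent.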
BRCA1 expr act – BRCA1 expression activation. MCF7-BRCA1-FFLuc reporter, luminescence, 48 h; response scale: scaled: vehicle 0%, 10 µM genistein 100%. 380,000 compounds, 1.1% hits. Potency, µM (series often up to 46.1 µM), for inactives: at the highest dose activation, actives largely listed as activators; further: potency means the concentration at half of the fitted maximal effect; nearly all actives have a fitted effect of over 80% in size; some results filed as inactive show a strong effect at the top dose
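Activators of BRCA1 expression were detected as increased firefly luciferase luminescence in engineered MCF7 cells after 48 h compound incubation. Signals were scaled to genistein 10 microM as full activation.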
Gal4-VP16 FLuc – counter-screen for ROR gamma inhibitors: Gal4-VP16 reporter; Drosophila S2 Gal4-VP16 UAS-luciferase, luminescence, 20 h; Potency, µM (series often up to 53.6 µM), for inactives: at the highest dose activity, negative = inhibition, usual class: inhibitors; 310,000 compounds, 3.5% hits;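 further: Gal4-VP16 expression switched on by copper sulfate through the metallothionein promoter; potency means the concentration at half of the fitted maximal effect; on the % scale 0 is the no-effect control and ±100 the full control effect; nearly all actives have a fitted effect of over 50% in size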
Tb PFK block – T. brucei PFK enzyme inhibition | 330,000 compounds, 0.17% hits | Potency, µM (top dose mostly 57.5 µM), without a hit: top-dose activity, negative = inhibition, hits mostly inhibitors | O15648 | T. brucei PFK, ADP-Glo luminescence | AID 485367;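 further: potency means the concentration at half of the fitted maximal effect; 0% = uninhibited 1x PFK enzyme wells and -100% = no-enzyme wells; nearly all actives have a fitted effect of over 60% in size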
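Activity is normalized to no-enzyme wells (full inhibition) and 1.25 nM enzyme wells (no inhibition). Reaction: 0.5 mM F6P, 0.1 mM ATP, 45 min RT, ADP-Glo luminescence; concentration-response curves fitted and classed by quality.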
RORgamma inh – inhibitors of mouse ROR gamma transcriptional activity | P51450 | Drosophila S2 Gal4-RORgamma UAS-luciferase reporter, 20 h | Potency, µM (highest dose often 53.6 µM), for inactives: at the highest dose activity change, negative = inhibition, most hits filed as inhibitors | 310,000 compounds, 5.4% hits | AID 2551; further: potency means the concentration at half of the fitted maximal effect; on the % scale 0 is the no-effect control and ±100 the full control effect; nearly all actives have a fitted effect of over 60% in size
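ROR gamma transcriptional activity was tracked as Gal4-UAS luciferase output in stably transfected Drosophila Schneider cells, with compound added 1 hr before 700 uM copper sulfate induction and a 20 hr ambient-temperature incubation.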
FLuc modulator – inhibits or activates purified firefly luciferase, miR-21 counter-screen; P08659; 360,000 compounds, 6.9% hits; purified FLuc, Km substrates, luminescence inhibition; Potency, µM (highest dose often 57.5 µM), for the others: top-dose activity change, negative = inhibition, usual class: inhibitors; AID 588342;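 further: potency means the concentration at half of the fitted maximal effect; plate controls were vehicle for no effect and reference inhibitor for full effect; nearly all actives have a fitted effect of over 55% in size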
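Biochemical qHTS of compounds, final roughly 60 µM downward over six points, against 10 nM purified firefly luciferase using Km concentrations of substrates (10 uM D-luciferin, 10 uM ATP) in Tris acetate pH 7.5 buffer; luminescence output.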
Rab9 prom act – activators of Rab9 promoter; Potency, µM (series often up to 9.22 µM), for inactives: top-dose activation, negative = inhibition, hits mostly activators; Huh7 Rab9 promoter-luciferase reporter, luminescence, 24 h; 320,000 compounds, 2.8% hits; further: potency means the concentration at half of the fitted maximal effect; % of control where 0% means no effect; nearly all actives have a fitted effect of over 60% in size
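Luminescence from Amplite-detected luciferase (10 minutes, ambient) reports Rab9 promoter activation. Before that, stable Rab9-luciferase Huh7 cells (1500/well, reduced-serum OP-MEM I plus 10% FBS) were exposed to compound for 24 hours at 37C.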
TRPV1 agonist – agonists of human vanilloid receptor 1 (TRPV1) | 320,000 compounds, 0.19% hits | TRPV1-expressing cells, Fluo-8 calcium influx, agonist mode | activation, % at 8.33 µM | Q8NER1; in the data active means activation above about 80%; inconclusive means between about 30% and that limit; further: 0% is about no effect
Target sequence (Q8NER1 whole entry, looked up): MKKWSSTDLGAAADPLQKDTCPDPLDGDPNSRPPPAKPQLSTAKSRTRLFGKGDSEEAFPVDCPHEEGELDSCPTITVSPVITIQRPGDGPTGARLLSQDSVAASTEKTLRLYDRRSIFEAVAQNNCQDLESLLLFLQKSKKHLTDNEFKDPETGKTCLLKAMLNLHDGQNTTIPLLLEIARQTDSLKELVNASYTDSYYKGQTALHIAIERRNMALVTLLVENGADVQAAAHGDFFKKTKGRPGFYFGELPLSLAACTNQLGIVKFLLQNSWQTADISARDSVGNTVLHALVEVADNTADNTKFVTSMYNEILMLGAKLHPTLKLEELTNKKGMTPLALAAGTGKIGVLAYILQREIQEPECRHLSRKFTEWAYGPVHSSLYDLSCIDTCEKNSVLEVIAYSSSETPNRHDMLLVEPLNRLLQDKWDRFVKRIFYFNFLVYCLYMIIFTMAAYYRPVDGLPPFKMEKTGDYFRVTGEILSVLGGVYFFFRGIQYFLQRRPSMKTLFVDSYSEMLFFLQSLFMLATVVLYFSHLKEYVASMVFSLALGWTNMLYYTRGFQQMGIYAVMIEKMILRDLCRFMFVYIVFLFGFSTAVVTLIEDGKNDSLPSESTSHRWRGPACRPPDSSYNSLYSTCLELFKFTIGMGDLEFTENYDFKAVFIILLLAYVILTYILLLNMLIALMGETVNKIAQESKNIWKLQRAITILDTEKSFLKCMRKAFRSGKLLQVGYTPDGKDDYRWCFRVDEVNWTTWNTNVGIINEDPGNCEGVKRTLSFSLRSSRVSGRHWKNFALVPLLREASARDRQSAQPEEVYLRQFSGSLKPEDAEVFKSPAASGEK
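Cells expressing TRPV1 were dye-loaded with Fluo-8 and read kinetically: 10 s baseline, 3 min after compound (agonist portion), then 2 min after EC20 capsaicin (allosteric enhancer portion). Calcium-bound dye fluorescence at 480/520 nm.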
An asterisk follows results filed as active; ? = inconclusive; · = no result given; [ ] = another dose, or the depositor's remark. Unless noted, the call rests on the fitted dose curve; in most records, active means well fitted curve in the direction sought with a large enough effect; inconclusive means small, poorly fitted or top-dose-only effect, or another doubt; inactive means no such curve, though single readings can be large; an effect the other way counts as inactive or inconclusive.

canonical_smiles,p53 reactivator,ELG1 genotoxic,ELG1 repair inh,NPC1 promoter act,BRCA1 expr act,Gal4-VP16 FLuc,Tb PFK block,RORgamma inh,FLuc modulator,Rab9 prom act,TRPV1 agonist
COc1ccccc1NC(=O)COC(=O)Cc1cccs1,2.2%,2.0%,-4.9%,0.1%,11.0%,-5.4%[10 µM],-6.1%,0.0%,-10.1%,-2.2%,5.3
Cc1ccc(NC(=O)Cn2cc(S(=O)(=O)c3ccc(F)cc3)c(=O)c3cc(F)ccc32)cc1,8.4%,-0.7%,5.7%,0.0%,8.8%,?,0.9%,-4.1%,3.9%,-0.9%,0.2
CCC(CC)c1nnc(NS(=O)(=O)Cc2ccccc2)s1,37.5%,-11.5%,15.4%,5.1%,0.4%,·,-13.7%,25.9%[0.365 µM],-1.8%,6.4%,0.4
COc1ccc(NC(=O)CN(C)CC(=O)NCC2CCCCC2)cc1,-1.4%,-1.5%,22.0%,-0.5%,1.8%,·,2.3%,·,5.4%,-1.8%,2.2
CCN1C(=O)C(C)S/C1=N\S(=O)(=O)c1ccc(F)cc1 (centres undefined),-5.3%,-1.2%,3.9%,-1.7%,-3.0%,-0.2%,4.2%,29.7%,2.0%,1.1%,-1.5
Cc1csc(SCc2ccc(C(=O)O)cc2)n1,-0.4%,15.1%,?,0.7%,-2.3%[1.84 µM],15.5%,4.4%,21.4%,-12.4%,25.4%,-2.4
CC(=O)Nc1cccc(S(C)(=O)=O)c1,7.2%,-0.9%,6.9%,-2.6%,-6.7%,-14.7%,0.9%,-3.9%,1.6%,-2.7%,2.9
COC(=O)c1cc2c(=O)c3ccccc3oc2nc1C,18.3%,?,?,2.24µM*,71.1%,-8.6%,-5.8%,18.7%,10.7µM*,?,-0.9
O=C(OCC(O)C(O)COC(=O)c1ccccc1)c1ccccc1 (centres undefined),0.9%,-1.3%,22.4%,-3.4%,-7.8%,-6.0%,-1.2%,0.4%,1.7%,-6.5%,8.3
Cc1ccc(OCC(=O)N2CCc3ccccc3C2)cc1,-14.1%,3.9%,26.6%,0.2%,37.4%,-1.3%,-3.1%,34.7%,-18.9%,11.2%,?
O=C(Cn1nnc(-c2cccc(C(F)(F)F)c2)n1)NNS(=O)(=O)c1cccc(C(F)(F)F)c1,-0.3%,-0.4%,2.1%,0.1%,-16.3%,5.5%,6.5%,?,-5.7%,-2.6%,7.8
CCOc1cc(C2C3=C(CC(C)(C)CC3=O)N(CCOC)C3=C2C(=O)CC(C)(C)C3)ccc1OC,-1.3%,0.2%,12.1%,1.6%,-9.2%,1.3%,0.3%,-8.3%,-0.2%,0.2%,-1.6
FC(F)(F)c1nnc2ccc(Sc3ccccn3)nn12,-8.1%,-10.1%,-18.5%,-1.3%,-1.5%,-4.0%,-0.8%,15.1%,-0.1%,-10.8%,1.7
CC(C)c1ccc(OCc2cccc(C(=O)N/N=C/c3cccnc3)c2)cc1,·,0.461µM*,?,0.282µM*,?,-22.7%,0.4%,-5.1%,0.849µM*,?,?
CCCc1cc(NC(=O)COC(=O)c2ccc(O)cc2O)n(-c2ccccc2)n1,3.7%,-4.3%,?,·,-17.2%,·,6.1%,·,·,·,·
COCCNC(=O)c1onc(CSc2ccc(C(C)C)cc2)c1C(=O)O,2.9%,0.7%,-4.2%,1.0%,4.2%,-21.7%,2.0%,-30.0%,?,2.5%,-1.0
O=C(Nc1ccccc1NC(=O)c1c(F)c(F)c(F)c(F)c1F)c1c(F)c(F)c(F)c(F)c1F,7.1%,-27.8%,-15.2%,-2.9%,-24.2%,-1.2%,0.0%,-37.2%,6.1%,-8.6%,-9.0
Cc1coc(NC(=O)CSc2nc(-c3ccncc3)cc(C(F)(F)F)c2C#N)n1,2.9%,?,-5.6%,-1.6%,-30.3%,9.5%,-3.7%,9.8%,1.0%,-12.4%,1.7
COC(=O)CCC(=O)NC(=S)Nc1c(C)cccc1C,-0.3%,1.1%,21.1%,0.1%,7.9%,?,-6.5%,?,0.1%,0.0%,-0.7
COC(=O)COc1ccc(S(=O)(=O)N2CCN(c3ccccc3F)CC2)cc1,-23.6%,4.7%,1.8%,1.4%,-3.3%,2.5%,0.7%,-0.5%,-0.1%,3.7%,11.3

The list goes on, starting with the last two of the part before.
canonical_smiles,p53 reactivator,ELG1 genotoxic,ELG1 repair inh,NPC1 promoter act,BRCA1 expr act,Gal4-VP16 FLuc,Tb PFK block,RORgamma inh,FLuc modulator,Rab9 prom act,TRPV1 agonist
COC(=O)CCC(=O)NC(=S)Nc1c(C)cccc1C,-0.3%,1.1%,21.1%,0.1%,7.9%,?,-6.5%,?,0.1%,0.0%,-0.7
COC(=O)COc1ccc(S(=O)(=O)N2CCN(c3ccccc3F)CC2)cc1,-23.6%,4.7%,1.8%,1.4%,-3.3%,2.5%,0.7%,-0.5%,-0.1%,3.7%,11.3
Cc1ccc(S(=O)(=O)c2nc(-c3cccs3)oc2N2CCC(C(N)=O)CC2)cc1,-7.7%,-0.3%,0.0%,·,-3.3%,·,0.0%,·,·,·,·
O=S(=O)(Nc1ccccc1)c1ccc(NS(=O)(=O)c2cccs2)cc1,-0.1%,-0.5%,7.3%,-5.2%,-27.7%,-3.4%,1.1%,-24.5%,0.2%,1.7%,-0.5
CC1CN(C(c2ccco2)c2sc3ncnn3c2O)CC(C)O1 (centres undefined),2.7%,0.1%,7.1%,0.3%,2.5%,11.2%,-0.8%,-19.6%,-1.2%,-4.9%,·
O=C(O)CC1(CC(=O)Nc2ccc3c(c2)OCCCO3)CCCCC1,1.3%,0.2%,5.9%,0.0%,-0.1%,3.5%,6.1%,8.1%,-19.0%,-1.9%,0.2
N#Cc1nc(Cc2ccccc2)oc1N1CCC(C(N)=O)CC1,1.6%,5.4%,14.3%,-0.9%,-2.3%,-7.6%,4.3%,-5.9%,-1.6%,-0.8%,5.1
CC(C)(C)c1ccc(C(=O)N/C(N)=N/c2nc3ccccc3o2)cc1,1.6%,-6.2%,-16.3%,-3.3%,-13.9%,0.4%,1.1%,1.0%,?,-13.3%,28.1
CSc1ccc(/C=N/NC(=O)CN2CCN(Cc3ccc(C)cc3)CC2)cc1,1.4%,0.7%,19.7%,-4.3%,-0.8%,2.7%,-0.2%,33.7%,-0.2%,-0.5%,0.4
CCOC(=O)c1cnc2c(cnn2C)c1Oc1ccc(OC)cc1,-3.6%,-9.5%,?,-6.4%,0.0%,8.9%,4.8%,-3.3%,-2.3%,0.3%,4.3
CC1CCN(C(=S)c2ccc(N(C)C)cc2)CC1,0.5%,7.3%,?,16.4%,63.3%,-25.9%,-5.4%,12.6µM*,?,13.9%,0.7
CC(=O)c1cccc(NC(=O)Nc2c(C)nn(C)c2C)c1,15.0%,-0.4%,0.0%,-0.8%,5.6%,-0.1%,17.7%,22.6%,-5.5%,1.3%,6.0
CC1CCCN(S(=O)(=O)c2cc(Cl)ccc2Cl)C1 (centres undefined),4.3%,11.1%,9.0%,2.9%,5.0%,-24.2%,-0.4%,?,-25.5%,0.8%,?
CCc1ccc(NC(=O)CSc2nc(-c3ccc(C)cc3)nc3c2Cc2c(CO)cnc(C)c2O3)cc1,·,·,·,1.7%,·,·,?,·,-1.6%,0.2%,2.1
COCc1cc(=O)[nH]c(SCC(=O)c2ccccc2)n1,1.9%,1.4%,?,0.8%,-1.4%,-10.4%,0.0%,-0.4%,-2.8%,-0.2%,-1.1
O=c1cc(C(F)(F)F)[nH]c2c(OC(F)(F)F)cccc12,2.5%,-7.6%,?,-6.5%,-63.0%,?,-6.1%,?,-6.2%,-1.0%,-1.2
CN1CCN(C(=O)CSc2nc3ccc(NC(=O)c4ccccc4F)cc3s2)CC1,1.2%,2.1%,?,16.9%,65.7%,-18.8%,2.3%,-18.4%,19µM*,14.9%,-2.3
COc1ccc(/C(C)=N/Nc2nc3ccccc3nc2C)cc1,?,7.4%,?,4.0%,-4.4%,12.6µM*,-5.2%,2.51µM*,2.69µM*,5.6%,12.1
Cc1cc(C)cc(OCC(=O)Nc2nonc2NC(=O)COc2cc(C)cc(C)c2)c1,3.0%,-1.3%,5.8%,-2.1%,0.0%,-3.5%,0.0%,-13.5%,-2.4%,-5.7%,-0.2
